From PubChem BioAssay
FN deposit inh: inhibitors of fibronectin matrix deposition, primary screen, AH1F cells, Alexa488-fibronectin fluorescence, plate reader; AH1F fibroblasts, overnight; inhibition, % at 12.6 µM; hit rate 0.086% among 350,000; AID 743247, 2014;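 active means mean inhibition across replicates of 30% or more, regardless of how many single replicates reach that level; inconclusive means mean under 30% yet at least half of replicates reach 30%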;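 further: positive control wells lacked labelled fibronectin entirely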
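Test system: AH1F fibroblast monolayer depositing Alexa488-labelled fibronectin into matrix. Input: 10000 cells per well. Technique: fluorescence, ex 485 nm, em 525 nm. Buffer or medium: DMEM plus 2% serum, read in PBS. Timing: 1 h cell adhesion before compound, then overnight fibronectin incubation. Compound: single dose, pinned. Read-out basis: inhibition from reduced deposited-fibronectin fluorescence.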
Statin myotox sup: suppressors of statin myotoxicity in C2C12 myotubes, primary screen, cell-based, single point, plate reader. C2C12 myotubes + simvastatin, ATP luminescence, 48 h; scaled: DMSO 0, geranylgeraniol control 100. rescue of ATP level, % at 7.49 µM. hit rate 0.78% among 330,000;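 active means mean ATP rescue above about 67%, or every replicate alone reaching that limit, limit read from the data, passing the limit was not always enough; inconclusive means no clear call, values can overlap the other calls; inactive means mean under the limit and some replicate under it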;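 further: myotubes were challenged with 10 µM simvastatin during compound exposure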
S100A4 inh HTS: inhibitors of S100A4-myosin IIA peptide binding, primary screen, biochemical, fluorescence polarization, TAMRA-MyoIIA peptide; hit rate 0.14% among 360,000; inhibition, % at 10.7 µM; AID 652163, 2013;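 active means mean inhibition of at least 70% across replicates, with every replicate also reaching that level; inconclusive means mean inhibition reaches 70% but some replicates fall short; inactive means mean inhibition below 70%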
Target sequence (P26447 whole entry, looked up): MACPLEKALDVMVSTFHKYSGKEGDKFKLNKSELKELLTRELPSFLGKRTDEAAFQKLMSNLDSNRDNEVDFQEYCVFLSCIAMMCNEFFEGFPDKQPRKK
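Test system: S100A4 monomer protein. Medium: HEPES buffer with Ca2+, pH 7.2. Reagent: fluorescent myosin IIA peptide, 5 nM. Compound dosing: single-point compound testing. Timing: 5 min between mix addition and reading. Benchmarks: DMSO neutral and TFP positive wells.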
SIRT5 block: SIRT5 desuccinylase inhibitors, primary screen, biochemical, fluorescence imaging, single point, set 5 | Purified SirT5, succinyl-peptide AMC, trypsin-coupled fluorescence | hit rate 1.1% among 330,000 | inhibition, % at 15 µM | AID 652115, 2013; in the data active means inhibition above about 15%; inconclusive means no clear call, values can overlap the other calls
Target sequence (Q9NXA8 whole entry, looked up): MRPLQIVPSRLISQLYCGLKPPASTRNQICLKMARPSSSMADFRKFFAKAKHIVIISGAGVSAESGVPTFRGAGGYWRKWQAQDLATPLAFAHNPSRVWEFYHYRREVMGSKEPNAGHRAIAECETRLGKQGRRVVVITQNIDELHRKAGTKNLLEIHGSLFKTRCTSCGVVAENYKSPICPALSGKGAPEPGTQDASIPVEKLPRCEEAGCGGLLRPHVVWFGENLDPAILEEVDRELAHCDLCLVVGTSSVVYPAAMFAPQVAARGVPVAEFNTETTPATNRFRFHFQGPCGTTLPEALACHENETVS
LGR2 inh: inhibitors of bursicon-induced LGR2 CRE-luciferase signal, primary screen, cell-based, HEK293, CRE-luciferase reporter, bursicon stimulation | Drosophila bursicon receptor LGR2 (rickets) | AID 720647, 2013 | bursicon-stimulated, 4 h | inhibition, % at 9.99 µM | hit rate 0.35% among 380,000;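 active means drop in luminescence signal, shown as inhibition above about 50% in the replicate tests, limit read from the data, passing the limit was not always enough; inconclusive means probably only some replicates passing the limit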;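 further: agonist challenge used bursicon conditioned medium at about half maximal strength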
Casp6 inh: human caspase-6 inhibitors, primary screen, biochemical, VEID-R110 fluorescence, single point, set 2 | P55212 | purified caspase-6, Z-VEID-R110 cleavage fluorescence | inhibition, % at 12.5 µM | hit rate 0.53% among 350,000;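 active means mean inhibition across replicates at least about 35%, with every replicate also reaching that limit, limit read from the data; inconclusive means only one of the two criteria met; inactive means neither criterion met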;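 further: 0% = median of neutral control wells and 100% = no fluorescence left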
Target sequence (P55212 24-179 limits assumed): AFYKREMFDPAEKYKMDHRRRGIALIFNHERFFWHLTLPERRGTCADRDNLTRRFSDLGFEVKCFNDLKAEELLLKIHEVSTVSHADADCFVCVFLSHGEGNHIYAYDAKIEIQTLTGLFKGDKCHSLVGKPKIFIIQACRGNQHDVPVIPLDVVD
Target sequence (P55212 194-293 limits assumed): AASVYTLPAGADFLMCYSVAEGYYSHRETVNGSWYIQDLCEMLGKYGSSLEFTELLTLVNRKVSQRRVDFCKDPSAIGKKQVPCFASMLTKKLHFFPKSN
esBAF inh: Bmi1 luciferase reporter increase in mESCs, primary screen, esBAF inhibitor project, mouse ES cells, Bmi1 luciferase knock-in, single point | 24 h; 100% = twice the neutral-well signal | reporter increase, % at 12.5 µM | hit rate 2% among 350,000; in the data active means activation above about 40%; inconclusive means no clear call, values can overlap the other calls;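 further: 0% = median of the plate's neutral control wells and 100% = double that signal; a rise in the Bmi1 reporter signal indicates esBAF inhibition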
An asterisk follows results filed as active; ? = inconclusive; nt = not tested or not shown. Some of the compounds tested; count on the stated rates, not on these rows.

SMILES	FN deposit inh	Statin myotox sup	S100A4 inh HTS	SIRT5 block	LGR2 inh	Casp6 inh	esBAF inh
CC(=O)NC(CC(=O)OCc1ccc([N+](=O)[O-])cc1)c1ccccc1 (configuration not stated)	5	1	-4	1	-16	-1	-6
CC(=O)Nc1cccc(C(=O)NNC(=O)c2ccccc2-n2cccc2)c1	-3	-1	2	1	1	2	1
CCOC(=O)c1cnc(-c2ccccc2)nc1N	nt	-18	-3	0	-52	-1	24
c1ccc(OCCSc2nnc3sc4ccccc4n23)cc1	nt	10	10	1	92*	-2	-44
C[C@H]1CN([C@@H](C)CO)C(=O)c2cc(C3=CCCCC3)cnc2O[C@H]1CN(C)Cc1ccccn1	nt	5	5	4	2	6	-7
COc1ccc(N2CCN(C(=O)COC(=O)CCc3ccccc3)CC2)cc1	3	6	-5	-1	nt	-2	-4
C=CCN1C(=O)[C@@]2(O[C@@H](CCn3cc([C@H](O)c4ccccc4)nn3)[C@H]([Si](C)(C)c3ccc(OC)cc3)[C@H]2C)c2ccccc21	nt	nt	-1	2	nt	0	nt
Cc1ccc(NC(=O)CSc2ccc3nnc(-c4cccnc4)n3n2)cc1	6	6	-3	-1	-9	-6	4
C/C=C/c1ccc([C@@H]2[C@@H](CO)N(S(C)(=O)=O)C23CN(C(=O)CC)C3)cc1	nt	nt	-44	-1	-3	-2	nt
CCCC#Cc1ccc([C@@H]2[C@H]3CN(C(=O)NC4CCCC4)CC(=O)N3[C@H]2CO)cc1	nt	nt	-5	0	5	-2	nt
S=C(NCc1ccccc1)Nc1ccc2ccccc2c1	3	-10	4	-13	-90	1	80*
COc1ccc(-c2[nH]ncc2CNCCc2ncccc2C)cc1F	nt	-11	0	4	1	-2	0
COc1ccc2c3c([nH]c2c1)[C@H](CO)N(Cc1ccccc1F)CC31CN(C(=O)C2CCCC2)C1	nt	nt	1	0	-2	-1	nt
COc1cc(OC)cc(-c2noc([C@@H]3O[C@H](CO)[C@@H](O)[C@H]3O)n2)c1	5	15	0	-4	-1	-2	1
COC(=O)CCCCCCCCCC[N+]1(C)CCCCC1	4	6	nt	nt	2	nt	-1
Cc1nn(-c2ccccc2)c2c1C(=O)N(Cc1ccccc1)C(=O)C(C)(C)C2	nt	4	nt	nt	21	nt	-5
CCS(=O)(=O)N1CC2(C1)[C@@H](c1ccccc1)[C@@H](CO)N2C(=O)C1CCC1	-4	nt	-3	-3	-1	nt	nt
O=C(Cc1ccccc1)N/N=C/c1ccc2c(c1)OCO2	-1	nt	-23	nt	-25	0	nt
CCOC(=O)/C(C#N)=C1/C=CN(C)C=N1	-14	4	nt	nt	nt	nt	11
Cc1ccc(S(=O)(=O)N2CCCCC2)cc1NC(=O)C1CCCO1 (configuration not stated)	1	nt	2	-1	20	2	nt
C/C(=N/OC(=O)C1CC12CCC2)c1ccc(Br)cc1 (configuration not stated)	4	-4	0	-1	-2	1	-3
CCC(=O)N/C(=N/c1nc(C)cc(C)n1)Nc1ccc(C)cc1	-13	-16	-8	-2	4	-6	-6
COc1cccc(N2CCN(C(c3ccccn3)c3nnnn3C(C)(C)C)CC2)c1 (configuration not stated)	nt	18	nt	nt	-11	nt	-6
Clc1ccc(C2=Nn3c(Cn4nnc5ccccc54)nnc3SC2)cc1	6	13	-4	-4	5	0	-2
Nc1nnc(CSCc2ccc(Cl)cc2)s1	-8	9	nt	nt	-2	nt	23
O=C(NC1CC1)c1cc(Cl)nc2ccccc12	12	-15	13	3	3	1	0
CCOC(=O)C1(C)CCN1C(=O)c1ccc(OC)c(C(F)(F)F)c1 (configuration not stated)	-3	24	-18	2	9	0	4
CN(C)C(=O)c1nnc(Cc2ccc(Cl)cc2)o1	5	2	-2	nt	12	1	4
COCCCNC(=O)Cn1nnc(-c2ccc(NC(=O)c3ccc(F)cc3)cc2)n1	9	0	nt	nt	nt	nt	-2
Cc1ccccc1C(=O)Nc1nnc(CC(=O)N/N=C/c2ccncc2)s1	-1	8	3	5	-9	-3	-5

Profiles as entered above. Order of screens: FN deposit inh	Statin myotox sup	S100A4 inh HTS	SIRT5 block	LGR2 inh	Casp6 inh	esBAF inh
`CN(C)C(=O)c1nnc(Cc2ccc(Cl)cc2)o1` in the list: 5	2	-2	nt	12	1	4
`COc1cccc(N2CCN(C(c3ccccn3)c3nnnn3C(C)(C)C)CC2)c1` (configuration not stated) in the list: nt	18	nt	nt	-11	nt	-6
`O=C(NC1CC1)c1cc(Cl)nc2ccccc12` in the list: 12	-15	13	3	3	1	0

The listing picks up; the 5 compounds before the break are reprinted first.
SMILES	FN deposit inh	Statin myotox sup	S100A4 inh HTS	SIRT5 block	LGR2 inh	Casp6 inh	esBAF inh
O=C(NC1CC1)c1cc(Cl)nc2ccccc12	12	-15	13	3	3	1	0
CCOC(=O)C1(C)CCN1C(=O)c1ccc(OC)c(C(F)(F)F)c1 (configuration not stated)	-3	24	-18	2	9	0	4
CN(C)C(=O)c1nnc(Cc2ccc(Cl)cc2)o1	5	2	-2	nt	12	1	4
COCCCNC(=O)Cn1nnc(-c2ccc(NC(=O)c3ccc(F)cc3)cc2)n1	9	0	nt	nt	nt	nt	-2
Cc1ccccc1C(=O)Nc1nnc(CC(=O)N/N=C/c2ccncc2)s1	-1	8	3	5	-9	-3	-5
N#C/C(=C\c1cccnc1)c1nc2ccccc2[nH]1	-1	nt	1	-1	-16	3	nt
C[C@@H]1CN([C@H](C)CO)C(=O)Cc2cc(NC(=O)Nc3ccc(C(F)(F)F)cc3)ccc2O[C@@H]1CN(C)Cc1ccc(Oc2ccccc2)cc1	nt	-44	nt	nt	14	nt	-8
CC(Cc1ccccc1)Nc1ncnc2c1ncn2C1OC(CO)C(O)C1O (configuration not stated)	6	4	2	-3	-20	-2	14
COc1ccccc1N1C(=O)c2cccnc2C1=O	0	24	-2	-2	12	-3	-5
CC(C)NC(=O)N(C)C[C@@H]1Oc2c(NS(=O)(=O)c3ccc(F)cc3)cccc2C(=O)N([C@@H](C)CO)C[C@H]1C	5	3	-9	-1	20	0	-4
CCc1cc(C(=O)N(CCCOC)c2c(N)n(Cc3ccccc3)c(=O)[nH]c2=O)sc1C	-1	nt	4	0	18	2	nt
CCOC(=O)C(C)Sc1nnc(-c2ccccc2O)n1-c1ccc(C)cc1 (configuration not stated)	-3	11	nt	nt	nt	nt	-1
Cc1cccc(S(=O)(=O)N[C@@H]2CC[C@H](CCNC(=O)c3cnccn3)O[C@H]2CO)c1	5	-12	6	1	-4	2	3
Cc1cc(NC(=O)CSCC(=O)OCc2nnc(-c3ccccc3)o2)no1	4	-10	0	-1	-15	-2	-4
CC(C)N(C)c1ncnc2c1ncn2[C@H]1CN(Cc2cccs2)C[C@@H](CO)O1	-2	29	1	-4	-2	-1	13
COc1ccc(/C=C2\SC(=S)N(CCCC(=O)N3CCOCC3)C2=O)cc1	nt	10	6	1	-11	2	-38
O=C(CC(O)CCc1ccccc1)c1ccc(O)cc1 (configuration not stated)	nt	8	-3	0	-29	2	?
CCCCc1cc(=O)oc2cc(C)cc(OCC(=O)NCCN3CCOCC3)c12	-5	-11	-2	-4	-2	-5	2
CCOC(=O)c1c(NC(=O)Cn2ccsc2=N)sc(C)c1C	7	-3	-44	-1	-5	-2	-2
Cc1ccc(C(=O)NCc2ccccc2F)cc1S(=O)(=O)N1CCCC1	-5	13	2	1	-7	1	6
CC1(C)CC(=O)c2sc(NS(=O)(=O)c3ccc(F)cc3)nc2C1	5	nt	-4	0	5	1	nt
COc1ccc(-c2nc(CSCC(=O)N3CCN(C4CCCCC4)CC3)c(C)o2)cc1OC	-22	13	-1	nt	-9	-10	-3
O=C(O)c1cccnc1SCC(=O)N1CCCc2ccccc21	8	nt	-28	-2	-12	8	nt
Cc1ccc(/C=C/C(=O)NCC2COc3ccccc3O2)o1 (configuration not stated)	-16	2	8	-1	-16	3	6
O=C(NCC[C@@H]1CC[C@@H](NC(=O)Nc2cc(F)ccc2F)[C@@H](CO)O1)Nc1ccc(F)cc1	nt	-6	7	-2	17	-3	2
CSc1cccc(NC(=O)c2cccc3cccnc23)c1	7	4	33	-3	-75	0	48*
CC(Sc1nncs1)C(=O)Nc1ccc(S(=O)(=O)Nc2ncccn2)cc1 (configuration not stated)	-1	-2	-2	-5	11	0	-2
C=CCNc1ncnc2c1[nH]c1ccc(C)cc12	nt	nt	5	-6	-29	-2	nt
CCOP(=O)(OCC)C(NC(=O)Nc1cccc(Cl)c1)C(N)=O (configuration not stated)	10	-4	-2	1	-7	19	0
CS(=O)(=O)N1C[C@H](O)COC[C@H]2O[C@@H](CC(=O)NCc3ccc(-c4ccccc4)cc3)CC[C@@H]21	-10	-1	-4	-3	3	-3	5
CCCCOc1ccc(N2C(=O)CC(NCc3ccncc3)C2=O)cc1 (configuration not stated)	8	4	-1	-1	6	3	-3
COC(=O)C[C@H]1CC[C@@H]2[C@H](COC[C@@H](O)CN2S(=O)(=O)c2ccc(F)cc2)O1	5	-14	5	1	1	nt	3
O=C(Nc1ccc2c(c1)[C@@H]1C[C@@H](CC(=O)N3CCc4ccccc4C3)O[C@@H](CO)[C@@H]1O2)NC1CCCC1	nt	9	18	-3	-5	-1	3
Oc1ccccc1-c1nc(NC2CCCC2)c2ccccc2n1	2	-40	0	0	18	-1	-3
COc1ccc(C(=O)CC(=O)c2ccccc2O)cc1	-2	3	-10	-7	-46	4	39
CN1c2ccc(-c3cccc(C#N)c3)cc2[C@@H]2[C@@H](CCN2S(=O)(=O)c2ccc(F)cc2)[C@@H]1CO	6	1	-1	4	10	-9	3
COc1ccc(C(=O)O)cc1S(=O)(=O)N1CCCc2ccccc21	nt	2	-1	1	-14	21	-1
N#Cc1ccc(OCCCN2CCC(C(O)(C3=CCCC3)c3ccccc3)CC2)cc1 (configuration not stated)	8	nt	0	nt	nt	-4	nt
CC(=O)N1CCN(c2nc3cc4c(cc3nc2NS(=O)(=O)c2ccccc2)OCCO4)CC1	-9	1	nt	nt	nt	nt	-9

Among those listed so far, 3 have a thiophene ring, fused or not.
SMILES	FN deposit inh	Statin myotox sup	S100A4 inh HTS	SIRT5 block	LGR2 inh	Casp6 inh	esBAF inh
CCc1cc(C(=O)N(CCCOC)c2c(N)n(Cc3ccccc3)c(=O)[nH]c2=O)sc1C	-1	nt	4	0	18	2	nt
CC(C)N(C)c1ncnc2c1ncn2[C@H]1CN(Cc2cccs2)C[C@@H](CO)O1	-2	29	1	-4	-2	-1	13
CCOC(=O)c1c(NC(=O)Cn2ccsc2=N)sc(C)c1C	7	-3	-44	-1	-5	-2	-2
